Screening results as filed in PubChem.
NTMT1 inhibitor = inhibitors of human N-terminal methyltransferase NTMT1; Q9BV86; NTMT1 MTase-Glo SAH luminescence, purified enzyme; Potency, µM (series often up to 114 µM), for inactives: at the top dose activity change, negative = inhibition, actives largely listed as inhibitors; 2.5% of 59,000 active; AID 1645870;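 note: plate controls were DMSO vehicle for no effect and no enzyme for full effect; nearly all actives have a fitted effect of over 65% in size; many of its hits are not listed in these tables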
Target sequence (Q9BV86 whole entry, looked up): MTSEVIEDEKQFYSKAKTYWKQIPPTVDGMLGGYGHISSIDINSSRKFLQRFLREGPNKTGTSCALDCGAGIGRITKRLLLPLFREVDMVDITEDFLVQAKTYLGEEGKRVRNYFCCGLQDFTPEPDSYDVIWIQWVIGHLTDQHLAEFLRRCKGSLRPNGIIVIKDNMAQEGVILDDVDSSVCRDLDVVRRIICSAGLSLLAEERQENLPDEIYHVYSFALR
FH mod = Identification of activators of human fumarate hydratase by quantitative high-throughput screening. Fumarate hydratase, mitochondrial (Homo sapiens), P07954. FH coupled MDH/diaphorase resazurin fluorescence, 15 min. 0.22% of 54,000 active. Potency, µM (highest dose often 79.9 µM), inactives show at the top dose activity change, negative = inhibition, most hits filed as inhibitors; note: the screen sought activators but most active calls are inhibition curves; nearly all actives have a fitted effect of over 45% in size
Target sequence (P07954 whole entry, looked up): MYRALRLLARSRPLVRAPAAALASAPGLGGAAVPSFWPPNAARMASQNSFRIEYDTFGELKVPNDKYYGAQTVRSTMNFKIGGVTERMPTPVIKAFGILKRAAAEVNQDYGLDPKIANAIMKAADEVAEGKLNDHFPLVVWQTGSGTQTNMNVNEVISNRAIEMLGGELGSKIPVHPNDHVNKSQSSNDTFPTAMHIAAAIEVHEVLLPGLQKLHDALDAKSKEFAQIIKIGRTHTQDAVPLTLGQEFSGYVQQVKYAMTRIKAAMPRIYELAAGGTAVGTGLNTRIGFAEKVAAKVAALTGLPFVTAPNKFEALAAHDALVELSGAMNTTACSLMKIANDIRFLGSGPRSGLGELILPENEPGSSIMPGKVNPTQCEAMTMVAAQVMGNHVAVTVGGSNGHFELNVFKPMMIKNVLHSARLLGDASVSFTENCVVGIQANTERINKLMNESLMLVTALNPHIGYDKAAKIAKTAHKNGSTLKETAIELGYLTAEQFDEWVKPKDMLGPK
An asterisk follows results filed as active; u = inconclusive; & = joins results of further samples; [ ] = remark or other dose. Calls come from the whole dose curve; as a rule, active = well fitted curve in the direction sought with a large enough effect; inconclusive = small, poorly fitted or top-dose-only effect, or another doubt; inactive = no such curve, though single readings can be large; an effect the other way counts as inactive or inconclusive. Unless noted, % is set by controls: 0 for no effect and ±100 for the full control effect; potency is the fitted concentration of half-maximal effect.

Molecule | NTMT1 inhibitor | FH mod
O=c1cc(OCc2ccc(F)cc2)ccn1-c1ccc(OCCN2CCCC2)cc1 | 5%[57.5 µM] | -1%
O=[N+]([O-])c1cc(Cl)ccc1S(=O)(=O)N1CCN(Cc2ccccc2)CC1 | -1%[57.5 µM] | 0%
Cc1ccc(C)c(NC(=O)[C@@H]2CCCN2S(=O)(=O)c2cccc3cccnc23)c1 | 10%[57.5 µM] | 3%
CC(C)C1CCC(CO)=CC1/C=C(\CO)C(=O)OCC1(O)CCC(C(C)C)C2C=C(C(=O)O)COC(=O)C21 (stereo unspecified) | 6%[29.8 µM] | -9%[53.3 µM]
Cc1cnc(CNC(=O)c2c(=O)c3ccc(N4CCCN(C)CC4)nc3n3c2sc2ccccc23)cn1 | -26%[12.6 µM] | 3%[13.5 µM]
COC(=O)[C@H](OC(C)=O)[C@H]1C(C)(C)C(=O)[C@H]2CC3=C4CC(=O)O[C@@H](c5ccoc5)[C@]4(C)CCC3[C@@]1(C)C2=O (stereo partly specified) | -11%[29.8 µM] | 3%[53.3 µM]
Cc1onc(-c2c(Cl)cccc2Cl)c1C(=O)N[C@@H]1C(=O)N2[C@@H]1SC(C)(C)[C@@H]2C(=O)O | u | 2%
COC(=O)CC[C@@H](C)[C@H]1CC[C@H]2[C@@H]3CC(=O)[C@H]4C[C@H](OC(C)=O)CC[C@]4(C)[C@H]3CC[C@]12C | -11%[57.5 µM] | 0%
N#C/C(=C(\N)Sc1ccc(N)cc1)c1ccccc1C(F)(F)F | 1% | -16%
COc1ccc(CC2C(=O)NC(C)C(=O)N(C)C3Cc4ccc(cc4)Oc4cc(ccc4OC4OC(CO)C(O)C(O)C4O)CC(C(=O)NC(C)C(=O)NC(C)C(=O)N2C)N(C)C3=O)cc1 (stereo unspecified) | 11%[12.6 µM] | 4%[20.6 µM]
NC1=NC2(c3cc(NC(=O)c4ccc(F)cn4)ccc3F)COCC2CS1 (stereo unspecified) | 2%[57.5 µM] | 11%
CC[C@H](C)/C=C(C)/C=C/C(=O)Cc1cc(O)c(C)c(O)c1C=O | 11%[29.8 µM] | 17%[53.3 µM]
CN(C(=O)c1ccc(F)cc1C(F)(F)F)C1CCN(c2nnc(-c3ccnn3C)c3ccccc23)CC1 | 14% | -5%
CC(=O)Nc1cccc2c1c(Sc1ccc(Cl)cc1)c(C)n2CC(=O)O | -11%[57.5 µM] | -5%
COC(=O)C1=CO[C@@H](O[C@@H]2O[C@H](CO)[C@@H](O)[C@H](O)[C@H]2O)/C(=C\CO)[C@@H]1CC(=O)OCCc1ccc(O)cc1 | 9%[29.8 µM] | 2%[53.3 µM]
NS(=O)(=O)c1ccc(N=Nc2c(O)[nH]c3ccc(Br)cc23)cc1 | u | 0%
C=C1CC2(C(=O)O)CC1CCC2C1(C)CCCC2(C)C(=O)OC(O)C21 (stereo unspecified) | 16%[29.8 µM] | 8%[53.3 µM]
CCCCC(C=O)NC(=O)C(CC(C)C)NC(=O)OCc1ccccc1 (stereo unspecified) | 35%[activator][57.5 µM] | 3%[53.3 µM]
Cn1cc(-c2c[nH]c3ncnc(N4CCOCC4)c23)cn1 | -12% | 1%
O=C1COC2(CCN(S(=O)(=O)c3ccc(-c4ccc5cccnc5c4)cc3)CC2)CN1C1CC1 | 2%[57.5 µM] | 1%

Next section, overlapping the part above by 2 compounds.
Molecule | NTMT1 inhibitor | FH mod
Cn1cc(-c2c[nH]c3ncnc(N4CCOCC4)c23)cn1 | -12% | 1%
O=C1COC2(CCN(S(=O)(=O)c3ccc(-c4ccc5cccnc5c4)cc3)CC2)CN1C1CC1 | 2%[57.5 µM] | 1%
COC(=O)[C@H](O)[C@H]1C(C)(C)[C@H](OC(C)=O)[C@@]2(O)C(=O)[C@]1(C)C1CC[C@]3(C)C(CC(=O)O[C@H]3c3ccoc3)[C@]13O[C@@H]32 (stereo partly specified) | 8%[29.8 µM] | u
C#C[C@]1(O)CC[C@H]2[C@@H]3CCc4cc(OC)ccc4[C@H]3CC[C@@]21C | 2% | -9%[53.3 µM]
CN(C)C(=S)SC(=S)N(C)C | 25µM* | 0%[53.3 µM]
CCC(C)C(=O)O[C@H]1C[C@](C)(O)[C@]23OC(C)(C)[C@H](C[C@H](OC(=O)c4ccccc4)[C@]2(COC(C)=O)[C@H]1OC(=O)C(C)CC)[C@H]3OC(C)=O (stereo partly specified) | 10%[12.6 µM] | 0%[20.6 µM]
CCCc1[nH]nc2c1C(c1cc(Cl)cc(Cl)c1O)C(C#N)=C(N)O2 (stereo unspecified) | -2%[57.5 µM] | 2%
CCCC(CCC)(C(=O)OCC)C(=O)OCC | 27%[57.5 µM] | -10%[53.3 µM]
C[C@@H]1CN(Cc2ccc(F)cc2)[C@@H](C)CN1C(=O)c1cc2c(C(=O)C(=O)N(C)C)cn(C)c2cc1Cl | u | u
CC(C)c1ccc(-c2cc(=O)c3ccccc3o2)cc1 | 0%[57.5 µM] | -8%
COC(=O)C1=COC(OC2OC(CO)C(O)C(O)C2O)C2C(COC(=O)/C=C/c3ccc(O)cc3)C(O)C(O)C12 (stereo unspecified) | 9%[29.8 µM] | -5%[53.3 µM]
O=C(O)c1cc(=O)c2c(OCC(O)COc3cccc4oc(C(=O)O)cc(=O)c34)cccc2o1 | 12% | 3%&0%[53.3 µM]
Cc1nc([C@](C)(O)CO)sc1-c1cnc(N)c(O[C@H](C)c2cc(F)ccc2-n2nccn2)c1 | -3%[57.5 µM] | 2%
CC(=O)OC1CC2(C)C(CCC(C)C23Cc2c(O)cc4c(c2O3)CNC4=O)C(C)(C)C1O (stereo unspecified) | 6%[29.8 µM] | 4%[53.3 µM]
CN1C(CCl)Nc2cc(Cl)c(S(N)(=O)=O)cc2S1(=O)=O (stereo unspecified) | -2%&22%[57.5 µM] | -1%
O=c1c(-c2ccc(O)cc2)coc2cc(O)ccc12 | u | -28%&6%[53.3 µM]
O=C1CC2(CCCC2)[C@H](O)C(=O)N1CCCCN1CCN(c2ncccn2)CC1 | 5%[57.5 µM] | -6%
Cc1c(Cl)cccc1S(=O)(=O)Nc1nc(NCCc2ccccc2)nc2c1CN(Cc1ccccc1)CC2 | 10%[57.5 µM] | -20%
O=C(O)CCNC(=O)c1ccccc1 | 6%[57.5 µM] | -8%[53.3 µM]
CC1CCC23COC(=O)C2=CC(O)CC3C1(C)CCC1=CC(=O)OC1O (stereo unspecified) | 7%[29.8 µM] | 0%[53.3 µM]
CC1(C)CCC(C)(C)c2cc(C3(c4ccc(C(=O)O)cc4)OCCO3)ccc21 | 5%[57.5 µM] | -8%
Nc1nc(=O)n([C@H]2CSC(CO)O2)cc1F (stereo partly specified) | 14%[57.5 µM] | 10%[53.3 µM]
Cc1cccc(-c2[nH]c(C(C)(C)C)nc2-c2ccc3c(c2)OCO3)n1 | 24% | 4%[53.3 µM]
CCCCCCOc1ccccc1C(N)=O | 22%[57.5 µM] | -4%[53.3 µM]
CN(C)c1ccc(Nc2c3ccc(NC(=O)CCN4CCCC4)cc3nc3cc(NC(=O)CCN4CCCC4)ccc23)cc1 | 6.3µM* | -7%

2 of the compounds above, field by field:
SMILES: Cc1c(Cl)cccc1S(=O)(=O)Nc1nc(NCCc2ccccc2)nc2c1CN(Cc1ccccc1)CC2
- NTMT1 inhibitor: 10%[57.5 µM]
- FH mod: -20%

SMILES: CCCc1[nH]nc2c1C(c1cc(Cl)cc(Cl)c1O)C(C#N)=C(N)O2 (stereo unspecified)
- NTMT1 inhibitor: -2%[57.5 µM]
- FH mod: 2%

A second format for four compounds above:
canonical_smiles: O=c1c(-c2ccc(O)cc2)coc2cc(O)ccc12
  NTMT1 inhibitor: u; FH mod: -28%&6%[53.3 µM]

canonical_smiles: O=C1CC2(CCCC2)[C@H](O)C(=O)N1CCCCN1CCN(c2ncccn2)CC1
  NTMT1 inhibitor: 5%[57.5 µM]; FH mod: -6%

canonical_smiles: Cc1c(Cl)cccc1S(=O)(=O)Nc1nc(NCCc2ccccc2)nc2c1CN(Cc1ccccc1)CC2
  NTMT1 inhibitor: 10%[57.5 µM]; FH mod: -20%

canonical_smiles: O=C(O)CCNC(=O)c1ccccc1
  NTMT1 inhibitor: 6%[57.5 µM]; FH mod: -8%[53.3 µM]

Gathered by group, those above with an aryl methoxy group (2)
Molecule | NTMT1 inhibitor | FH mod
COc1ccc(CC2C(=O)NC(C)C(=O)N(C)C3Cc4ccc(cc4)Oc4cc(ccc4OC4OC(CO)C(O)C(O)C4O)CC(C(=O)NC(C)C(=O)NC(C)C(=O)N2C)N(C)C3=O)cc1 (stereo unspecified) | 11%[12.6 µM] | 4%[20.6 µM]
C#C[C@]1(O)CC[C@H]2[C@@H]3CCc4cc(OC)ccc4[C@H]3CC[C@@]21C | 2% | -9%[53.3 µM]

A portion of the library (hit frequency here may not be typical).
